Fluorescein autfl: qHTS Assay for Spectroscopic Profiling in Fluorescein Spectral Region. 59,000 compounds, 0.91% hits. Compound autofluorescence, 480/540 nm, fluorescein-equivalent; active compounds read high. AID 593, 2007. max fluorescein-equivalent concentration, M; in the data active = max fluorescein-equivalent concentration above about 10 nM; inconclusive = between about 1.1 nM and that limit
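Read-out is intrinsic compound fluorescence at 480/540 nm (excitation/emission), expressed as dye-equivalent concentration using a fluorescein standard series run on every plate. Compounds sat 15 min at room temperature in 100 mM Tris, pH 8.0.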
Hsp90 Hop PPI: qHTS Assay for Disrupters of an Hsp90 Co-Chaperone Interaction | Hsp90 C-terminal peptide / TPR2A (Hop) interaction, human | AlphaScreen TPR2A-His6 binding biotin-Hsp90 C-terminal peptide | Potency, µM (highest dose often 57 µM), for the others: top-dose activity change, negative = inhibition | 71,000 compounds, 0.44% hits | AID 595, 2007; active = well fitted curve in either direction with a large enough effect; inconclusive = small, poorly fitted or top-dose-only effect, or another doubt; note: potency is the fitted concentration of half-maximal effect; % is set by controls: 0 for no effect and ±100 for the full control effect; many of its hits are not listed in these tables
15-hLO inh: qHTS Assay for Inhibitors of 15-hLO (15-human lipoxygenase) | purified 15hLO-1, xylenol orange hydroperoxide absorbance | Potency, µM (titrated, usually from 57.1 µM), without a hit: at the top dose activity change, negative = inhibition, actives largely listed as inhibitors | 74,000 compounds, 1.4% hits; note: potency is the fitted concentration of half-maximal effect; % is set by controls: 0 for no effect and ±100 for the full control effect; nearly all actives have a fitted effect of over 55% in size
Target sequence (P16050 whole entry, looked up): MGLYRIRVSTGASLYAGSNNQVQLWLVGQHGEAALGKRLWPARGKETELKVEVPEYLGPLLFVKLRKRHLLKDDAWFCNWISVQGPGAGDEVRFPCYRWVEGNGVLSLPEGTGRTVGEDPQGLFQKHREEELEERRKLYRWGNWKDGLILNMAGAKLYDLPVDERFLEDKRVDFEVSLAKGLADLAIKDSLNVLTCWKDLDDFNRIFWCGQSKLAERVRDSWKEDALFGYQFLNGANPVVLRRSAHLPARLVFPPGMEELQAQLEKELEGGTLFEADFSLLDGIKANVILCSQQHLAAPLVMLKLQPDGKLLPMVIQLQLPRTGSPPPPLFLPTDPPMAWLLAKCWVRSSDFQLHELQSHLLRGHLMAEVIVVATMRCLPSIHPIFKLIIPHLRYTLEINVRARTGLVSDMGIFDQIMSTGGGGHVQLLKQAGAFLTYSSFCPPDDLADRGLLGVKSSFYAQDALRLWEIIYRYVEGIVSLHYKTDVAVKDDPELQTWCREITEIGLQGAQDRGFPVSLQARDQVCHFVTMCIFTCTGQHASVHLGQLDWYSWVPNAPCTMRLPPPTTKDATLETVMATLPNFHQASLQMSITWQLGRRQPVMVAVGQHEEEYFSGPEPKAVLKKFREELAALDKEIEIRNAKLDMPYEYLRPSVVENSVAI
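Readout: Fe(III)-xylenol orange absorbance, 573-to-405 nm ratio as reaction progress. Enzyme 40 nM purified human 15hLO-1, substrate 50 uM arachidonic acid, 6 min RT after 15 min compound preincubation; Hepes pH 7.5 buffer with Triton X-100.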
HBB splicing: qHTS Assay for Modulators of Hemoglobin Beta Chain Splicing; Potency, µM (highest dose often 46.1 µM), for inactives: at the highest dose activation, hits mostly activators; HBB splicing reporter cell assay, activation; EGFP reporter with mutant IVS2-654 intron; response scale: normalised to 500 nM splice-correcting PNA; 65,000 compounds, 0.06% hits; note: potency is the fitted concentration of half-maximal effect; 0% is about no effect
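Compounds were applied for 2 days to HeLa EGFP-654 cells, 500/well in Optimem with 2% FCS. The reporter's EGFP is disrupted by mis-splicing of beta-globin intron IVS2-654. Readout: summed well GFP fluorescence from 488 nm laser scanning; reference was 500 nM antisense […] 654 PNA.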
HADH2 inhib: qHTS Assay for Inhibitors of HADH2 (Hydroxyacyl-Coenzyme A Dehydrogenase, Type II); 3-hydroxyacyl-CoA dehydrogenase type-2 (Homo sapiens), Q99714; recombinant HADH2, NADH fluorescence, beta-hydroxybutyryl-CoA; Potency, µM (titrated, usually from 57.1 µM), inactives show at the highest dose activity change, negative = inhibition, usual class: inhibitors; 73,000 compounds, 3.4% hits; note: potency is the fitted concentration of half-maximal effect; % is set by controls: 0 for no effect and ±100 for the full control effect; nearly all actives have a fitted effect of over 60% in size; many of its hits are not listed in these tables
Target sequence (Q99714 whole entry, looked up, one chain of several): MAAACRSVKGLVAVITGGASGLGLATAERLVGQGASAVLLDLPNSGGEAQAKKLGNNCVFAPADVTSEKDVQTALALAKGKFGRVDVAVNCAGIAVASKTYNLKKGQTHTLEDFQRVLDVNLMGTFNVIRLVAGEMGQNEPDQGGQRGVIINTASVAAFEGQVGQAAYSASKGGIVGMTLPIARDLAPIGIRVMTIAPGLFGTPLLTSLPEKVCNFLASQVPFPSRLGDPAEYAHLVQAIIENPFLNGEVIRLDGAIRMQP
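Activity measured as NADH fluorescence gain (360/450 nm), taken as the change between first and last reads of a 4-min kinetic run. Conditions: pH 9.0 Tris buffer, 20 nM E. coli-expressed His-tagged enzyme, 1 mM NAD+, 90 uM beta-hydroxybutyryl-CoA; 15-min compound preincubation.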
Rhodamine autofl: qHTS Assay for Spectroscopic Profiling in Rhodamine Spectral Region. AID 594, 2007. Rhodamine-region fluorescence, 547/598 nm, Tris buffer; active compounds read high. max dye-equivalent concentration, M. 59,000 compounds, 0.05% hits; in the data active = max dye-equivalent concentration above about 11 nM; inconclusive = between about 1.1 nM and that limit
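Steps: pin-transfer compounds into pH 8.0 Tris (100 mM), hold 15 min at room temperature, image with a 547/598 nm filter pair, and convert intensities to rhodamine-equivalent concentration using a six-point on-plate rhodamine series.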
Texas Red fluor: qHTS Assay for Spectroscopic Profiling in Texas Red Spectral Region; Compound fluorescence, Texas Red channel, 547/618 nm; active compounds read high; max dye-equivalent concentration, M; 59,000 compounds, 0.06% hits; AID 587, 2007; in the data active = max dye-equivalent concentration above about 10 nM; inconclusive = between about 1.1 nM and that limit
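Compound fluorescence was read after 15 min at room temperature in 100 mM Tris, pH 8.0, using 547 nm excitation and 618 nm emission across a concentration series. It was expressed as Texas Red dye-equivalent concentration from an on-plate standard curve.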
Ub-GFP proteasome: Ubiquitin-GFP Assay. Ubiquitin-GFP reporter cells, proteasome inhibition, GFP fluorescence; response scale: untreated = 0%, 10 µM MG-132 = 100%. 67,000 tested, under 10 active. Potency, µM (doses to about 45.9 µM), inactives show at the highest dose activation (GFP accumulation), usual class: activators; active = well fitted activation curve with a large enough effect, not every such curve was filed as active; inconclusive = small, poorly fitted or top-dose-only effect, or another doubt; inactive = no such curve, though single readings can be large or run the other way; note: potency is the fitted concentration of half-maximal effect
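GFP accumulation read-out: laser plate cytometry counting ubiquitin(G76V)-GFP-expressing U2OS cells after 4 hr compound exposure at 37 °C. Titrations spanned 46 uM to 2.9 nM; 0% = basal, 100% = 10 uM MG-132; concentration-response curves fitted.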
4MU fluor: qHTS Assay for Spectroscopic Profiling in 4-MU Spectral Region; compound autofluorescence, 340/450 nm, 4-MU equivalents; active compounds read high; max dye-equivalent concentration, M; 59,000 compounds, 11% hits; AID 589, 2007; in the data active = max dye-equivalent concentration above about 10 nM; inconclusive = mostly about 1.1 nM to 9.6 nM
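Compounds in 100 mM Tris, pH 8.0, incubated 15 min at room temperature, then fluorescence read at 340 nm excitation/450 nm emission. Signal converted to 4-MU dye-equivalent concentration using an on-plate six-point 4-MU standard curve.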
Pol III holo inh: qHTS Assay for Inhibitors of DNA Polymerase III Holoenzyme System. 71,000 compounds, 0.25% hits. Potency, µM (series often up to 57.1 µM), without a hit: at the top dose activity change, negative = inhibition. reconstituted DNA polymerase III holoenzyme replication, biochemical; note: potency is the fitted concentration of half-maximal effect; % is set by controls: 0 for no effect and ±100 for the full control effect
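Reconstituted *E. coli* holoenzyme (0.35 nM Pol III, 1 nM beta, 154 nM SSB, 2 nM primase) was preincubated with compound for 15 min at RT. Synthesis on 1.4 nM ssM13Gori ran 35 min, then was stopped with PicoGreen/EDTA and read as dsDNA fluorescence.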
GFP derepression: qHTS Assay for Epigenetic Modulators | mouse C127i GFP locus derepression, cytometry, 30 h | 68,000 compounds, 0.09% hits | Potency, µM (doses to about 46.1 µM), for the others: at the highest dose GFP derepression (activation); note: % of control where 0% means no effect
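Locus derepression in mouse mammary C127i cells whose integrated CMV-GFP reporter is normally silent; GFP expression after 30 h compound treatment was quantified by counting fluorescent cells.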
* marks the source's active call; other numbers are inactive results; i = inactive; ? = inconclusive; / = not tested or not shown; [ ] = another dose, or the depositor's remark. Unless noted, calls come from the whole dose curve; as a rule, active = well fitted curve in the direction sought with a large enough effect; inconclusive = small, poorly fitted or top-dose-only effect, or another doubt; inactive = no such curve, though single readings can be large; an effect the other way counts as inactive or inconclusive. Only part of the results is shown; the hit share may differ from the screen's.

SMILES	Fluorescein autfl	Hsp90 Hop PPI	15-hLO inh	HBB splicing	HADH2 inhib	Rhodamine autofl	Texas Red fluor	Ub-GFP proteasome	4MU fluor	Pol III holo inh	GFP derepression
COc1ccc(OC)c(C(=O)COC(=O)c2cc(C)oc2C)c1	i	25%	-10%	0.3%	-1%	i	?	-3%	?	0%	1%
CN(C)c1ccc(CNCCC2(O)CCOC(C)(C)C2)cc1 (stereo unspecified)	i	-4%	1%	/	16%	i	i	0%	i	0%	4%
Cc1nc2ccccc2nc1-c1ccc(N=[N+]([O-])c2ccc(-c3nc4ccccc4nc3C)cc2)cc1	i	-3%[11 µM]	9%[11.4 µM]	3.6%[9.22 µM]	6%[11.4 µM]	i	i	-3%[9.17 µM]	i	6%[11.4 µM]	6%[9.22 µM]
N=c1n(CCO)c2ccccc2n1Cc1ccc(Cl)cc1	i	-2%	8%	-0.2%[57.5 µM]	-4%	i	?	0%	i	2%	0%
CSc1nc(-c2ccco2)nn1S(C)(=O)=O	i	-5%	-3%	-0.7%	?	i	i	3%	i	-2%	2%
C[N+](C)(C)CCOP(=O)([O-])OC[C@H](O)CO	i	/	/	/	/	i	i	/	i	/	10%[20.6 µM]
Cn1c(=O)c2c(nc(NCc3ccccc3)n2CC(=O)NCc2ccccc2)n(C)c1=O	i	-2%	-5%	0.3%	23%	i	i	3%	i	-3%	2%
Oc1ccccc1-c1nnc(COc2ccc(Cl)cc2Cl)o1	/	4%	-11%	-0.7%	-10%	/	/	3%	/	-4%	/
CCCNC(=O)c1ccccc1NS(=O)(=O)c1ccc2c(c1)OCCO2	i	0%	2%	/	?	i	i	-1%	i	-3%	-1%
CC1(C)CC(=O)C2=C(C1)N(c1ccccc1)C(N)=C(C#N)C2c1cccnc1 (stereo unspecified)	i	-1%	?	9.9%[0.369 µM]	?	i	i	5%	8e-08M*	-3%	0%
O=c1nc(N(c2ccccc2)c2ccccc2)[nH]c(=O)[nH]1	?	-2%	11%	-0.4%	6%	i	i	3%	i	-4%	2%
Cc1cc(Nc2ccccc2)n(-c2ccccc2)n1	i	5%	5%	-0.2%	-3%	i	i	2%	i	2%	0%
CC(C)CC(NC(=O)C1CCC(C)CC1)C(=O)N1CCN(c2ccccn2)CC1 (stereo unspecified)	/	-1%[2.3 µM]	-14%	-0.3%	-2%	/	/	1%	/	-5%	/
Cc1cc(C(=O)COC(=O)C2COc3ccccc3O2)c(C)n1CC1CCCO1 (stereo unspecified)	i	-1%	-9%	-2.3%	6%	i	i	2%	i	9%	-1%
CC(=O)/C(C(=N)N1CCN(C(c2ccccc2)c2ccccc2)CC1)=C(\C)O	/	-4%	-23%	-0.5%[9.22 µM]	-1%	/	/	-3%	/	-6%	-2%
N#Cc1nc(Cc2cccc3ccccc23)oc1NCC1CCCO1 (stereo unspecified)	i	-11%	-4%	0.7%[57.5 µM]	-1%	i	i	1%	i	1%	2%
CCOC(=O)N1CCC(NC(=O)c2cc3c(-c4ccccc4F)nn(C)c3s2)CC1	/	-1%	1%	-1.2%	4%	/	/	0%	/	0%	3%
Cc1ccc(S(=O)(=O)NCCNC(=O)N2CCOCC2)cc1	?	-2%	14%	/	-2%	i	i	-3%	i	-6%	-3%
Cc1ccc(Cl)cc1N1CCN(C(=O)C2CCN(S(=O)(=O)c3c(C)nn(C)c3C)CC2)CC1	i	-5%	0%	-1.2%	-8%	i	i	2%	i	5%	0%
O=c1ccnc(NCCc2ccccc2)[nH]1	i	-6%	0%	-0.4%	-14%	i	i	-1%	i	-2%	0%
CNC(=O)NC1CCCc2ccccc21 (stereo unspecified)	/	-1%	-1%	-0.4%[9.22 µM]	-13%	/	/	-1%	/	-7%	0%
N=c1nc(SCCC(=O)O)ss1	?	1%	-6%	0.2%[57.5 µM]	?	i	i	1%	i	-1%	2%
CCN=C1SC(CC(=O)Nc2ccccc2)C(=O)N1CC (stereo unspecified)	?	0%	6%	-9.3%	19%	i	?	-3%	i	-7%	-1%
COc1ccc(-c2cc3nc(C)c(CCC(=O)NCc4ccco4)c(C)n3n2)c(OC)c1	?	-2%	-3%	-2.4%	17%	i	i	-4%	?	-2%	0%
COC(=O)c1ccc2c(=O)n(CCCN3CCOCC3)c(=S)[nH]c2c1	i	-8%	3%	0.5%	-9%	i	i	-3%	i	-8%	-3%
CCCn1c(-c2ccc(F)cc2)nc2c(NCCCCN(C)C)nc(C)nc21	/	2%	5%	-0.5%	-21%	/	/	-13%	/	-2%	/
Cc1nc2c3c4c(sc3n3c(SCC(=O)NCc5ccco5)nnc3n2n1)COC(C)(C)C4	i	-6%	1%	0.1%	7%	i	i	4%	i	-8%	3%
CCCOc1ccc(N2CC(C(=O)Nc3ccccc3F)CC2=O)cc1 (stereo unspecified)	i	1%	0%	/	5%	i	i	1%	i	-3%	0%
Cc1ccc(N2C(=O)c3n[nH]c(C)c3C2c2cccnc2)cc1 (stereo unspecified)	?	-2%	8%	-1.0%	-4%	i	i	10%	i	-3%	-6%
CCOC(=O)c1c(/N=C/N(C)C)sc(C(=O)OC)c1C	i	-1%	9%	-0.2%[57.5 µM]	-16%	i	?	-1%	i	-1%	-1%
C=CCn1c(SCC(=O)NC2CCCC2)nc2scc(-c3ccco3)c2c1=O	?	-4%	?	-0.2%[57.5 µM]	6%	i	i	-3%	i	-1%	15%
COCC(=O)N1CCC2(CC1)CCN(c1ccncc1)CC2	i	-1%	6%	-0.9%	1%	i	i	-1%	i	0%	5%[9.22 µM]
Cn1c(C(=O)N2CCN(c3ncccn3)CC2)cc2c(=O)n(C)c3ccccc3c21	/	-5%[2.3 µM]	-6%	0.7%	-4%	/	/	-5%	/	-6%	/
CN(C)CCCN1c2ccccc2CCc2ccc(Cl)cc21	?	-5%	4%	-0.3%[20.6 µM]	4%	i	i	0%	?	?	0%[20.6 µM]
COc1cccc(C2c3c(oc4cc(C)c(C)cc4c3=O)C(=O)N2CCCN(C)C)c1 (stereo unspecified)	/	-3%	10%	-0.2%	-8%	/	/	6%	/	-4%	-4%
C=CCNC(=O)c1ccccc1Cl	i	-2%	9%	4.5%	5%	i	i	-4%	i	6%	2%
CC(C)NC(=O)c1cc(C(=O)c2cc(Cl)ccc2O)coc1=N	?	-2%	-8%	11%	-5%	i	i	4%	6.1e-08M*	-4%	-1%
CN(C)CCNC(=O)c1ccc(CS(=O)(=O)c2c(Cl)cccc2Cl)o1	/	-5%	3%	0.9%	7%	/	/	1%	/	-2%	3%
Cc1cccn2c(=O)c(C=Nc3c(C)n(C)n(-c4ccccc4)c3=O)c(N3CCCC3)nc12	i	0%	3%	-0.5%	-2%	i	i	6%	i	-11%	-3%
COc1cc(OC)cc(C(=O)NCCN2CCOCC2)c1	?	-4%	10µM*	-0.1%[57.5 µM]	-2%	i	i	-1%	?	-1%	0%
Cc1ccc(C(=O)NCc2ccc(Cl)cc2)o1	i	-1%	4%	-1.8%	0%	i	i	-3%	i	2%	0%
COc1ccc(C2C=C(c3ccc(Br)s3)Nc3ncnn32)cc1OC (stereo unspecified)	1.3e-06M*	-5%	?	?	-6%	i	i	13%	?	158%	2%

Fetched by compound from the entries so far, three records:
SMILES	Fluorescein autfl	Hsp90 Hop PPI	15-hLO inh	HBB splicing	HADH2 inhib	Rhodamine autofl	Texas Red fluor	Ub-GFP proteasome	4MU fluor	Pol III holo inh	GFP derepression
CC(=O)/C(C(=N)N1CCN(C(c2ccccc2)c2ccccc2)CC1)=C(\C)O	/	-4%	-23%	-0.5%[9.22 µM]	-1%	/	/	-3%	/	-6%	-2%
CC(C)CC(NC(=O)C1CCC(C)CC1)C(=O)N1CCN(c2ccccn2)CC1 (stereo unspecified)	/	-1%[2.3 µM]	-14%	-0.3%	-2%	/	/	1%	/	-5%	/
Cc1nc2c3c4c(sc3n3c(SCC(=O)NCc5ccco5)nnc3n2n1)COC(C)(C)C4	i	-6%	1%	0.1%	7%	i	i	4%	i	-8%	3%

Screening data from PubChem BioAssay.
